LMPTP inh – LMPTP (human) inhibition | P24666 | recombinant LMPTP-A, OMFP fluorogenic substrate, fluorescence intensity | inhibition, % at 20 µM | actives 0.22% (n = 360,000);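 active = compounds that cut the enzyme signal by at least half of the control window in the single-dose screen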;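 also: plate controls were DMSO wells with enzyme plus substrate for no effect and substrate without enzyme for full effect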
Target sequence (P24666 whole entry, looked up): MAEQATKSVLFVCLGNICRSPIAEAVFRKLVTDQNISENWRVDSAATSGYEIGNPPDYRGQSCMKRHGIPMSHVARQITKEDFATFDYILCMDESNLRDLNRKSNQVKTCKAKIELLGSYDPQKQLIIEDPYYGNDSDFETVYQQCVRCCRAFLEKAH
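Assay system: LMPTP-A, protein tyrosine phosphatase of low molecular weight / Medium: pH 6.0 Bis-Tris buffer with DTT and Triton X-100 / Schedule: 50 min enzyme reaction at room temperature, protected from light / Measured by: endpoint fluorescence intensity from OMFP dephosphorylation / Read-out basis: % inhibition relative to no-enzyme and uninhibited control wells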
SKN-1 block – inhibitors of C. elegans SKN-1; C. elegans VP596 Pgst-4::GFP/RFP ratio, acrylamide-induced, 24 h; inhibition, % at 21.8 µM; actives 0.49% (n = 360,000);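 active = interference check ratio from 0.5 to 1.5 plus GFP to RFP signal ratio inhibition reaching or exceeding a fixed threshold, cut at about 30% in these data, passing the limit was not always enough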; also: some compounds called inactive have numbers as strong as hits
MT1-MMP act inh – inhibitors of human MT1-MMP activation; HT1080 RFP-PRO-GFP cells, GFP/RFP ratio fluorescence, overnight; percent of plate control window, DMSO zero; GFP/RFP ratio change, % at 20 µM; actives 0.061% (n = 360,000);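 active = GFP/RFP ratio change of at least 30% with cell ATP level not reduced by more than half and red fluorescence within 50% of control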; also: strong numbers were not always called active
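system = RFP-PRO-GFP reporter HT1080 cells | dosing = 20 µM single dose, 1% DMSO | timing = overnight cell settling, then overnight compound exposure, 37 °C, 5% CO2 | read-out basis = GFP/RFP fluorescence ratio | controls = DMSO and RFP-L50D-GFP cell wells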
CendR NRP1 mod – NRP-1/CendR interaction modulation. FAM-RPARPAR peptide binding to NRP-1, fluorescence polarization. inhibition, % at 25 µM. actives 0.85% (n = 360,000);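 active = inhibition or corrected inhibition above about 18%, plus a signal ratio from 0.5 to 1.5, limit read from the data, passing the limit was not always enough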; also: strong numbers were not always called active
DNMT1 block – blocks human DNA methyltransferase DNMT1. DNMT1 molecular beacon, Hinp1I cleavage, fluorescence. inhibition (reported as % activation of signal), % at 10 µM. actives 0.83% (n = 360,000); in the data active = inhibition above about 50%
Rpn11 inh – Rpn11 (human) deubiquitinase inhibition. calls only at 20 µM. O00487. actives 0.59% (n = 360,000). human 26S proteasome, Ub4-pepOG fluorescence polarization; 20S core pre-blocked with epoxomicin;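 active = inhibition at 20 µM, scaled to each plate's controls, above about 33%, limit read from the data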
Target sequence (O00487 whole entry, looked up): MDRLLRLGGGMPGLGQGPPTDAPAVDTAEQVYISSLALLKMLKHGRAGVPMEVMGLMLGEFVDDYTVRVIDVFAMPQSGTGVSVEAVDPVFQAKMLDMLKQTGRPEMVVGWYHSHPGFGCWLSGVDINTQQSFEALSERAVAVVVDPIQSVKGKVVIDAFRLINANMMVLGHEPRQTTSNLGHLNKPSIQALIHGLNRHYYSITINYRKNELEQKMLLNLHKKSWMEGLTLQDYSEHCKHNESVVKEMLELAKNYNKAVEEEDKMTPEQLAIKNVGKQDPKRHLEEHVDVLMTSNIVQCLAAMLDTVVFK
SUMO1 PPI mod – SUMO1-SIM interaction modulation. actives 0.33% (n = 360,000). inhibition, % at 20 µM. SUMO1 binding to a labelled peptide, TR-FRET, 1 h. P63165; in the data active = inhibition above about 37%
Target sequence (P63165 whole entry, looked up): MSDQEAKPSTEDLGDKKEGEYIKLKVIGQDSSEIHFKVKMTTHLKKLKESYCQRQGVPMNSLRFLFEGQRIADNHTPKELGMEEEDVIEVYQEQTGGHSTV
Scp1 inh – inhibitors of human Scp-1 phosphatase | Recombinant Scp1, phosphopeptide, malachite green phosphate absorbance | inhibition, % at 20 µM | actives 0.88% (n = 340,000);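 active = inhibition above about 50% at 20 µM, limit read from the data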;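 also: plate controls were DMSO wells with enzyme for no effect and wells lacking enzyme for full effect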
Target sequence (Q9GZU7 76-261 limits assumed): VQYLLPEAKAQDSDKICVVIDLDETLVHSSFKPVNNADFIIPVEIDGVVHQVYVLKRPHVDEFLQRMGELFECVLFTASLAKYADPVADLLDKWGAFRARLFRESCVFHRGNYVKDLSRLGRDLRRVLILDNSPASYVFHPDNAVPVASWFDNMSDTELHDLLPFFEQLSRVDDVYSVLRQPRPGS
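Times: enzyme reaction 45 min at room temperature, colour 5 min, stabilisation 30 min. Material: SCP-1 catalytic fragment, aa 76-261. Medium: Acidic Tris acetate buffer with magnesium and detergent. Signal: colorimetric free-phosphate detection, absorbance 630 nm. Read-out basis: % inhibition of SCP-1 phosphate liberation. Reagent: Phosphorylated 17-residue peptide substrate.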
NadD inh – inhibitors of Staphylococcus aureus NadD. inhibition, % at 20 µM. purified NadD enzyme, colorimetric absorbance read-out. AID 602399. actives 0.78% (n = 360,000); in the data active = inhibition above about 26%; also: some compounds past the cut are filed as inactive
STEP block – blocks human striatal-enriched tyrosine phosphatase. P54829. recombinant STEP, OMFP fluorogenic substrate, fluorescence. inhibition, % at 20 µM. actives 0.25% (n = 360,000);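 active = inhibition at 20 µM, scaled per plate between control wells, above about 37%, limit read from the data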;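 also: 0% = DMSO with enzyme and substrate and 100% = substrate only without enzyme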
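material = STEP tyrosine phosphatase | reagent = fluorogenic phosphatase substrate OMFP at 25 µM final | doses = single compound dose of 20 µM, 1% DMSO final | schedule = 20 min reaction, room temperature, in the dark | measured by = fluorescence, 480/540 nm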
* hit, by the source's call; i = inactive; . = no result given; + = active, no number.

item	SMILES	MT1-MMP act inh	DNMT1 block	CendR NRP1 mod	NadD inh	Rpn11 inh	SKN-1 block	LMPTP inh	SUMO1 PPI mod	STEP block	Scp1 inh
1	CCOc1ccc(NC(=O)CSc2ncc(-c3ccc(F)cc3)n2Cc2ccco2)cc1	0.9	-2.7	17.8	1.3	i	-14.5	3.9	-0.8	1.6	0.8
2	COCCCNC(=S)Nc1ccc2nc3n(c(=O)c2c1)CCCCC3	-0.9	0.9	-5.9	-4.5	i	0.6	0.1	3.4	1.9	-12.1
3	O=C(NNC(=S)NCc1ccco1)c1ccccc1Br	-3.5	2.7	3.7	-8.9	i	0.8	-0.1	0.4	-0.3	-4.7
4	CC(=O)C1=C(O)C(=O)N(c2ccc(S(N)(=O)=O)cc2)C1c1ccc([N+](=O)[O-])cc1 (stereo not given)	3.2	2.2	1.9	-1.9	i	-6.3	-1.8	-16.1	9.5	-12.7
5	CC1(C)OC(=O)C(=CNc2ccccn2)C(=O)O1	1.9	1.4	-19.6	1.6	i	-5.0	-0.9	-4.3	-1.5	-1.9
6	CCC(C)NCCC(=O)Nc1ccc(Cl)c(S(=O)(=O)Nc2ccc(Cl)cc2)c1 (stereo not given)	-1.4	-1.2	2.7	1.1	i	-3.6	0.2	3.0	-2.5	-1.4
7	CN(CC(=O)O)S(=O)(=O)c1ccc2c(c1)n(C)c(=O)c(=O)n2C	1.2	0.2	-1.4	-2.4	i	4.6	-1.4	4.9	-0.3	4.1
8	O=C(NC1CCCC1)c1ccccc1-c1ccccc1	-0.4	4.1	3.7	-3.6	i	11.5	-2.2	-2.7	-0.5	-2.5
9	Cc1n[nH]c2ccc(Br)cc2c1=O	-0.9	0.1	-5.9	1.4	i	5.6	-0.3	-27.0	1.8	.
10	COc1ccc(CNC(=O)CN(c2ccccc2)S(=O)(=O)c2ccccc2[N+](=O)[O-])cc1	-6.6	-2.4	2.8	-0.3	i	9.9	-0.5	-1.5	2.7	-9.3
11	CCn1c(SCC(=O)c2ccccc2)nnc1-c1cccnc1	1.7	-1.3	-4.7	-4.0	i	1.7	-0.2	2.1	16.1	-5.0
12	Cc1ccc(NC(=O)C2CCN(S(=O)(=O)c3cccs3)CC2)cc1	6.0	-2.2	-3.9	-7.2	i	10.7	0.2	1.8	0.5	-11.6
13	O=C(C(Cl)c1ccccc1)N1CCOCC1 (stereo not given)	1.5	-0.9	15.8	-1.4	i	5.3	-2.6	-1.6	1.9	-2.0
14	CN(C(=O)COC(=O)c1ccc(Cl)c(S(=O)(=O)N2CCCCCC2)c1)C1CCS(=O)(=O)C1 (stereo not given)	-1.0	-1.3	12.7	-2.3	i	7.6	-0.8	2.2	0.3	-10.4
15	CCOC(=O)C1=C(C)NC2=C(C(=O)c3ccccc32)C1c1ccc([N+](=O)[O-])o1 (stereo not given)	0.1	-16.8	2.5	-8.5	i	-0.2	4.0	-8.7	2.0	-7.3
16	CC1(C)Cc2c(sc(NC(=O)COc3ccccc3)c2C#N)C(C)(C)N1	0.6	-2.0	-0.4	-4.1	i	4.8	-0.9	0.0	7.9	-5.2
17	CCOC(=O)/C=C/C(=O)Nc1ccc(S(=O)(=O)Nc2cc(C)on2)cc1	-1.9	1.0	1.1	-2.4	i	-7.8	-1.6	2.3	-0.2	-10.1
18	O=C(CCN1CCOCC1)c1ccc2c(c1)OCCO2	4.5	3.3	-21.5	2.5	i	-3.0	-0.3	2.4	2.8	8.6
19	O=c1[nH]c2cc3c(cc2cc1CN(Cc1cccnc1)C(=S)NCc1ccco1)OCO3	-1.9	0.7	6.7	-3.2	i	-1.5	0.6	-2.8	-1.4	-8.3
20	CC1CCCCC12NC(=O)N(CC(=O)NCCc1c[nH]c3ccccc13)C2=O (stereo not given)	1.0	-5.8	-10.7	-5.5	i	-19.2	-1.3	-0.7	-0.2	-9.8
21	C/C(=N\NC(=O)c1cccc(Br)c1)c1cccnc1	-0.8	-2.2	14.6	-4.4	i	-10.5	-0.7	-2.1	-3.4	-2.2
22	O=C(NC1CCCCC1)C(c1ccc(C(F)(F)F)cc1)n1c(=O)c(-c2ccco2)nc2ccccc21 (stereo not given)	-11.8	.	-15.0	.	.	8.8	0.1	4.5	.	.
23	COc1ccc(C(=O)OCCCc2cc3ccccc3c(=O)o2)cc1	3.4	-4.5	7.0	-7.3	i	18.9	-1.2	4.5	-1.6	-11.4
24	CCOC(=O)C1=C(CN2CCSCC2)NC(=O)NC1c1ccc2c(c1)OCO2 (stereo not given)	1.3	0.9	7.1	-9.6	i	-2.7	-0.9	3.4	0.3	-4.0
25	CCOC(=O)CSc1nc(C)c2cccc(C)c2n1	3.1	-1.0	0.2	-0.6	i	4.1	-0.4	0.6	-0.5	-6.2

Whole records as entered above:
O=C(CCN1CCOCC1)c1ccc2c(c1)OCCO2 is entered as MT1-MMP act inh: 4.5; DNMT1 block: 3.3; CendR NRP1 mod: -21.5; NadD inh: 2.5; Rpn11 inh: i; SKN-1 block: -3.0; LMPTP inh: -0.3; SUMO1 PPI mod: 2.4; STEP block: 2.8; Scp1 inh: 8.6
CCC(C)NCCC(=O)Nc1ccc(Cl)c(S(=O)(=O)Nc2ccc(Cl)cc2)c1 (stereo not given) is entered as MT1-MMP act inh: -1.4; DNMT1 block: -1.2; CendR NRP1 mod: 2.7; NadD inh: 1.1; Rpn11 inh: i; SKN-1 block: -3.6; LMPTP inh: 0.2; SUMO1 PPI mod: 3.0; STEP block: -2.5; Scp1 inh: -1.4

Carrying on:
item	SMILES	MT1-MMP act inh	DNMT1 block	CendR NRP1 mod	NadD inh	Rpn11 inh	SKN-1 block	LMPTP inh	SUMO1 PPI mod	STEP block	Scp1 inh
26	COc1ccc(-n2nnnc2C(c2ccnc3ccccc23)N2CCN(C/C=C/c3ccccc3)CC2)cc1 (stereo not given)	.	-6.3	-10.4	9.4	i	3.0	-0.1	-2.2	4.0	.
27	O=C(O)COc1ccc2oc3ccccc3c2c1	1.8	-2.8	3.1	0.1	i	5.3	-0.1	3.3	0.4	12.3
28	Cc1cc(O)c(C(C)C)cc1N=Cc1ccccc1[N+](=O)[O-]	-10.7	-10.7	18.0	-2.3	i	-0.4	1.2	-13.6	-0.5	-15.2
29	Cc1cc(/C=C2\SC(=O)NC2=O)c(C)n1-c1ccc(N2CCOCC2)cc1	10.2	2.0	6.7	1.8	i	7.4	-2.1	-4.1	-0.6	2.7
30	Cc1ccc(N(C(=O)c2ccc(CN3CCOCC3)o2)C(C(=O)NCCC(C)C)c2cccs2)c(C)c1 (stereo not given)	-2.3	2.8	26.1*	0.7	i	-8.2	-0.1	-0.4	-0.2	1.5
31	CCOc1ccccc1Nc1ccc(C(=O)O)cc1NC(C)=O	1.5	4.0	3.5	1.2	i	10.2	-0.8	2.6	2.3	-3.1
32	Cc1ccc(OCCN2CCN(C)CC2)c([N+](=O)[O-])c1	3.4	-5.1	11.7	1.0	i	-2.0	-2.9	1.5	-0.9	-7.1
33	O=C(c1ccc(-c2ccc(Cl)cc2)o1)N1CCN(c2ccc([N+](=O)[O-])cc2Cl)CC1	-10.8	-3.8	-6.1	11.9	i	11.7	3.5	-8.6	2.4	-8.4
34	COc1ccc(CN(CC(=O)NCCc2ccccc2)C(=O)CCC(=O)Nc2cc(C)ccn2)cc1	-5.7	0.3	12.2	3.7	i	6.4	0.3	-1.2	-0.2	-3.1
35	CN(C)c1ncnc2c1ncn2[C@H]1CN(Cc2cccs2)C[C@@H](CO)O1	0.0	-1.4	-12.2	0.2	i	6.6	0.4	0.2	-1.5	.
36	COc1cc(/C=C2/C(=O)N(c3cccc(Br)c3)N=C2C)cc(OC)c1O	-2.5	-10.8	-167.7	11.3	+	9.7	4.4	-10.3	0.6	-7.1
37	c1ccc(-c2csc(-n3cnnn3)n2)cc1	-1.3	-6.9	6.8	-6.9	i	29.6	-1.1	-3.7	0.2	-1.3
38	Cn1cc(S(=O)(=O)N2CCCC2)cc1C(=O)NCCc1ccccc1	6.4	1.8	-4.0	-4.5	i	-1.4	-1.5	1.5	-1.1	-3.0
39	Cc1nnsc1C(=O)Nc1ccccc1Cl	6.7	3.6	-0.1	-1.6	i	16.3	-1.1	-0.8	-0.6	-2.8
40	O=C(NCCCc1ccccc1)c1ccc(CS(=O)Cc2ccc(Cl)cc2)o1 (stereo not given)	4.5	-1.6	-3.0	-6.8	i	-2.3	0.3	-0.8	-1.2	-8.8
41	O=C(c1ccccc1)N1CCCC(c2ccc(Cl)cc2)=N1	0.6	2.9	6.0	0.0	i	22.7	0.2	-6.1	-1.6	-9.4
42	CSc1nnc(C)c(=O)n1COC(=O)COc1ccc(F)cc1	-3.8	2.0	12.3	-0.8	i	-2.7	-1.2	3.4	0.3	-7.9
43	CC(C)Cn1c(N)c(C(=O)CCl)c(=O)n(C)c1=O	5.5	7.4	5.4	-0.7	i	-4.8	-1.3	-1.2	0.5	11.4
44	OC(c1ccccc1)c1nc2ccccc2[nH]1 (stereo not given)	2.5	-4.0	-1.4	-8.5	i	2.8	-1.4	1.8	-2.1	-4.7
45	CCCCn1nnc(NC(=O)C(c2ccccc2)c2ccccc2)n1	0.0	0.9	-1.2	1.0	i	13.2	1.4	-1.0	-0.3	-0.7
46	N#Cc1nc(COc2ccc(-c3ccccc3)cc2)oc1NCCCN1CCOCC1	3.1	-12.8	-13.2	-12.2	i	25.1	-7.2	0.2	10.3	-5.7
47	COc1ccc(C(=O)Nc2ccc3oc(Cc4ccc(Cl)cc4)nc3c2)cc1OC	7.7	-14.0	-6.5	-7.2	i	8.2	2.2	4.5	4.5	-9.8
48	O=C(Nc1ccccc1)OCCNC1CCCCC1	11.9	-2.2	4.7	1.0	i	14.2	-0.8	1.4	-0.6	2.2

Source: PubChem BioAssay
